mABHD4 FP – inhibitors of mouse ABHD4. AID 720543. purified mABHD4, FP-Rh probe fluorescence polarization. 370,000 tested, 0.54% active. Q8VD66. inhibition, % at 8.92 µM;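 active = inhibition exceeding the mean over every tested compound plus 3 SD, cut at about 30% in these data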;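 note: 0% = plate median of compound wells and 100% = S159A mutant with DMSO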
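Material: mouse ABHD4 enzyme, wild type; Benchmarks: S159A mutant high control, sample median low control; Buffer or medium: HEPES pH 7.0, NaCl, Pluronic buffer; Signal: fluorescence polarization; Read-out: percent inhibition of probe binding, normalized to plate controls; Timing: pre-incubation 45 min, probe exposure 60 min, at 25 °C; Dosing: 8.92 µM, single dose.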
MBD2 inh – blocks human MBD2 binding to methylated DNA. inhibition, % at 4.4 µM. 370,000 tested, 0.31% active. TR-FRET, MBD2 binding to methylated oligonucleotide; in the data active = inhibition above about 13%
HTRA1 inhibitor – blocks human HTRA1 serine peptidase; recombinant HTRA1, FP-rhodamine activity-based probe, fluorescence polarization; inhibition, % at 5.96 µM; 340,000 tested, 0.5% active; AID 504803; in the data active = inhibition above about 36%;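 note: 0% = enzyme with DMSO and 100% = wells lacking enzyme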
Target sequence (Q92743 whole entry, looked up): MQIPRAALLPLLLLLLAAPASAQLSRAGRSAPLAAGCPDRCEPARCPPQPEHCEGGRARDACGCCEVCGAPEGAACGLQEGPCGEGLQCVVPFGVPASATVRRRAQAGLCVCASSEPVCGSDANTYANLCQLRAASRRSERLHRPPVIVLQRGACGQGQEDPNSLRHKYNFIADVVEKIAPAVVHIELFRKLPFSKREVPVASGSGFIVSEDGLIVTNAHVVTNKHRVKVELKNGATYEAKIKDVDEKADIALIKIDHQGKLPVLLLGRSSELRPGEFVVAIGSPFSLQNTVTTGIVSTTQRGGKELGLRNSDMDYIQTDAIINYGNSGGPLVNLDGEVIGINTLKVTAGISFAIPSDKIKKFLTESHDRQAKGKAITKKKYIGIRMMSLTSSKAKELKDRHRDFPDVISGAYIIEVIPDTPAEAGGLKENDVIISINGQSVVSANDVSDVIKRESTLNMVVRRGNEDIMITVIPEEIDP
TDP2 inh – TDP2 (human) inhibition, absorbance primary screen. inhibition, % at 12.8 µM. 370,000 tested, 0.34% active. AID 720702. recombinant TDP2, T5PNP hydrolysis, p-nitrophenol absorbance 415 nm. O95551;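 active = inhibition above the mean of all tested compounds plus 3 SD, set per campaign, cut at about 25% in these data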;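 note: 0% = DMSO with enzyme and 100% = buffer with substrate but no TDP2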
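test system = human TDP2 enzyme | input = TDP2 enzyme at 120 nM final | medium = 50 mM Tris-HCl pH 7.5 with Mg2+, KCl, DTT, BSA | also added = T5PNP substrate, 5 mM | times = 2 h at 37 °C | technique = epi absorbance | benchmarks = high control without enzyme, low control DMSO plus TDP2 | replication = each compound tested once, singlicate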
TCR-CD3 inh – human TCR-CD3 binding inhibition; TAMRA-labeled TCR probe fluorescence, biochemical; inhibition, % at 9.4 µM; 360,000 tested, 0.37% active; AID 651800; in the data active = inhibition above about 19%;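 note: recombinant mutant TCR 2C K166C tagged with TAMRA read by polarization; 0% = receptor in buffer alone and 100% = receptor with positive control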
PRMT1 inh – blocks human protein arginine methyltransferase 1 | inhibition, % at 2.79 µM | recombinant PRMT1, activity-based probe fluorescence polarization | 370,000 tested, 1.3% active | AID 652257 | Q99873;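 active = inhibition above about 21% made by adding two undisclosed values, limit read from the data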
SIAE inh – inhibitors of human sialic acid acetylesterase SIAE | SIAE FP-Rh probe binding, fluorescence polarization | inhibition, % at 9.66 µM | 370,000 tested, 0.69% active;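 active = inhibition above a cutoff: mean of compounds within the control limits plus 3 SD of those, cut at about 17% in these data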;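 note: 0% = plate median of compound wells and 100% = probe without SIAE protein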
Target sequence (Q9HAT2 whole entry, looked up): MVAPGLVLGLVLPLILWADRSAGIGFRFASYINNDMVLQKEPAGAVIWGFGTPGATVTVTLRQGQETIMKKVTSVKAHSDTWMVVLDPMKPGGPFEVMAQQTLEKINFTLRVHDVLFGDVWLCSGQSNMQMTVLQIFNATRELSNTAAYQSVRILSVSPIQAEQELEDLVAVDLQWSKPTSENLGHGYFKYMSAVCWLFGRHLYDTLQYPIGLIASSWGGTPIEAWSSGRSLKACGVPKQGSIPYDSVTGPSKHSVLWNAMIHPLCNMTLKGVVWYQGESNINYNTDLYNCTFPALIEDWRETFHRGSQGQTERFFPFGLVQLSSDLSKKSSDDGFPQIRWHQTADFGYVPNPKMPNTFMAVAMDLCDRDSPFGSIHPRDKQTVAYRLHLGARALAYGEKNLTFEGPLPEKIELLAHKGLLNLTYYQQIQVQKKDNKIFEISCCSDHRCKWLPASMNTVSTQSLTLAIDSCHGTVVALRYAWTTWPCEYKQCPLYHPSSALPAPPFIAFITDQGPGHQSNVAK
rCAG RNA binder – molecules binding r(CAG) RNA repeats. r(CAG) RNA repeat, TO-PRO-1 dye displacement fluorescence. inhibition, % at 3 µM. 370,000 tested, 1.3% active. AID 651821;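 active = inhibition above the plate cutoff, the mean of all test compounds on that plate plus 3 SD, cut at about 35% in these data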;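 note: 0% = DMSO alone and 100% = 100 µM mitoxantrone as full dye displacement; higher means more dye released from RNA so lower well fluorescence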
LEDGF integ inh – blocks HIV-1 LEDGF/p75-dependent DNA integration | TR-FRET IN-LEDGF/p75 DNA integration, Eu/Cy5 | AID 743269 | 370,000 tested, 0.64% active | inhibition, % at 3.7 µM;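 active = inhibition above the screen-wide mean plus 3 SD, cut at about 13% in these data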;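 note: signal is the Cy5 over europium emission ratio at 671 and 618 nm; 0% = plate median of compound wells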
GC-B act – GC-B (human) receptor activation | P20594 | HEK293-GC-B cells, CNP EC30, cGMP TR-FRET; 0% at EC30 CNP, 100% saturating CNP | activation, % at 10 µM | 370,000 tested, 0.11% active;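 active = activation at 10 µM reaching about 35% in either raw or pattern-adjusted values, limit read from the data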
* = called active by the depositor; / = not tested or not shown. Only part of the results is shown; count on the stated rates, not on these rows.

SMILES	mABHD4 FP	MBD2 inh	HTRA1 inhibitor	TDP2 inh	TCR-CD3 inh	PRMT1 inh	SIAE inh	rCAG RNA binder	LEDGF integ inh	GC-B act
O=S(=O)(c1ccccc1)N1CCN(Cc2cc3c(cc2Br)OCCO3)CC1	-11	2	-17	-1	-7	-2	2	1	-3	-3
CCOc1ccc(N2CC(=O)Nc3ccccc3NCC2=O)cc1	0	1	13	5	3	0	4	-1	3	-3
O=C(CCOc1cccc(Br)c1)NNC(=O)COc1ccc(F)cc1	-2	1	1	2	1	0	-1	-2	-2	1
Cc1ccc(C)c(N2CCN(C(=O)c3cc(S(=O)(=O)N4CCOCC4)cn3C)CC2)c1	2	-4	3	6	0	-3	6	1	4	1
Cc1cccc(N(CC(=O)NCCSCc2ccccc2)S(C)(=O)=O)c1C	-4	-3	-11	16	8	-3	1	-7	0	1
Cc1ccnc2nc(C(=O)OCC(=O)c3c[nH]c4ccccc34)nn12	3	1	-2	7	5	-3	-4	6	-1	-2
COc1cc(C2C(C(C)=O)=C(O)C(=O)N2c2ccc(C)cc2)ccc1O (stereo not given)	3	-1	6	8	-4	-1	7	4	-3	8
CCCOc1ccc(/C=N/n2nnnc2N)cc1OC	-2	-3	-1	3	1	-6	-1	-2	3	-3
Cc1ccc(C(=O)NCC(=O)NCC(=O)OCC(=O)c2cccs2)cc1	2	3	7	-2	3	-2	8	-1	1	3
CCOc1ccc(NC(=S)N2CCC(c3ccc(C)cc3)C2)cc1 (stereo not given)	-1	-5	-13	-2	0	1	5	-2	-1	1
CN(C)CCNc1nc(-c2ccccc2)c2c(c1C#N)CC(C)(C)OC2	-3	-4	1	5	3	-1	1	-3	0	-3
Brc1ccc(-c2cnc(-c3cccs3)o2)cc1	-13	7	-20	10	2	2	-7	7	3	-8
Cc1ccc2nsnc2c1S(=O)(=O)NCc1ccncc1	-3	-2	3	5	-5	1	0	2	3	0
CCn1c(/C=C/c2cc[n+](C)cc2)nc2ccccc21	0	-2	13	2	1	6	-1	-12	-3	4
C[C@H](O)[C@@H]1C(=O)N2CCc3ccc(-c4cccc(F)c4)cc3[C@@H]2C[C@@H]1N(C)S(=O)(=O)c1ccccc1	-8	-1	-42	6	0	2	-7	5	-3	-13
Cc1ccc2nc(N(CCN(C)C)C(=O)/C=C/c3cccs3)sc2c1	-3	0	-17	-4	4	4	0	-1	1	-9
Cc1ccc(C)c(C(O)c2ncc(-c3cccc4ccccc34)[nH]2)c1 (stereo not given)	-2	1	/	7	0	0	2	0	-3	-2
Cc1ccc(C23CC4CC(CC(CC(=O)N5CCOCC5)(C4)C2)C3)cc1	1	-2	-5	-1	2	0	0	-9	-2	-2
CC(=O)Nc1ccc2c(c1)-c1ccc(F)cc1C2=O	-1	-8	-15	2	-4	-3	2	6	-1	-2
CCCC(=O)Nc1ccc2c(c1)C(=O)NC2=O	-2	1	0	-4	-1	2	0	-1	-4	-9
CC1(C)CC(=O)C2=C(C1)OC(N)=C(C#N)C2c1cccc(OC(=O)c2ccco2)c1 (stereo not given)	-6	2	-6	-3	-6	3	-3	-4	3	1
CCOC(=O)C(=O)Nc1nccs1	11	-3	-1	-7	4	0	4	6	-1	-2
Cc1ccc(/C=N/NC(=O)c2ccccc2OCc2ccc(F)cc2)o1	-18	-3	-19	4	5	1	-4	-4	5	-1
COc1ccc(CC(C(=O)Nc2ccc(OC)cc2)c2nn[nH]n2)cc1 (stereo not given)	-6	0	2	-16	-9	-3	26*	4	0	0
COCC(=O)NC1CC2CCCC(C1)N2Cc1ccccc1 (stereo not given)	1	2	3	8	-4	-1	-6	0	1	1
O=C(c1ccc([N+](=O)[O-])cc1)N1CCN(c2cccc3[nH]ccc23)CC1	3	-2	6	8	3	0	6	3	0	-1
CCN(Cc1nc2ccccc2c(=O)[nH]1)C(=O)c1ccc(C)c(NC(=O)c2ccco2)c1	1	-4	0	-3	-2	-6	1	1	2	-5
O=C(Nc1ccc(F)c(Cl)c1)Nn1cnnc1	-5	-2	-3	5	2	-4	4	-2	-3	1
Brc1ccc(Sc2cnc3ccccc3n2)cc1	-5	2	-6	-7	0	-3	8	-2	2	-2
CCCCOC(=O)COc1ccc(Cl)cc1Cl	0	0	1	0	1	-3	8	2	1	-2

Looked up by structure from above, 2 records:
SMILES	mABHD4 FP	MBD2 inh	HTRA1 inhibitor	TDP2 inh	TCR-CD3 inh	PRMT1 inh	SIAE inh	rCAG RNA binder	LEDGF integ inh	GC-B act
Cc1ccc(C(=O)NCC(=O)NCC(=O)OCC(=O)c2cccs2)cc1	2	3	7	-2	3	-2	8	-1	1	3
CN(C)CCNc1nc(-c2ccccc2)c2c(c1C#N)CC(C)(C)OC2	-3	-4	1	5	3	-1	1	-3	0	-3

Additional records
SMILES	mABHD4 FP	MBD2 inh	HTRA1 inhibitor	TDP2 inh	TCR-CD3 inh	PRMT1 inh	SIAE inh	rCAG RNA binder	LEDGF integ inh	GC-B act
CC(NC(=O)C1CCC(=O)N1Cc1ccccc1Cl)c1ccccc1 (stereo not given)	-2	-1	3	-10	-6	-3	-2	4	1	1
O=C(NC1CCCCC1)c1cc(C(=O)c2ccccc2Br)c[nH]1	1	2	6	11	-1	6	4	-4	-4	1
COC(=O)CCCn1cc(CN2CC(N3CCN(Cc4ccccc4F)CC3)CS2(=O)=O)nn1 (stereo not given)	-2	6	/	4	-3	-2	-1	1	2	-4
COC(=O)C1CCN(Cc2cn(-c3ccccc3)nc2-c2ccc3c(c2)OCO3)CC1	0	-4	-16	6	7	-1	0	-7	0	5
CC(=O)Nc1ccc(CN2CCCCCC2)cc1	1	2	1	-2	-2	5	1	-2	2	1
COc1ccc(CCn2c(C)cc3c(c2=O)C(c2ccncc2)C(C#N)=C(N)O3)cc1OC (stereo not given)	1	-4	1	-3	-7	-2	2	-2	2	2
O=C(CSc1ccc2nnc(CCNC(=O)c3ccccc3)n2n1)NC1CCCC1	8	-1	-1	-5	6	-1	0	-5	1	3
COc1ccc(-c2nc(CSCC(=O)NC3CC3)c(C)o2)cc1OC	-2	-2	3	8	-5	-1	1	0	0	1
O=C(Nc1ccc(C(O)(C(F)(F)F)C(F)(F)F)cc1)c1ccc(F)cc1Cl	-35	-3	/	0	/	0	-11	/	2	-4
C=CCN1CCc2cc(O)c(O)cc2C(c2ccccc2)C1 (stereo not given)	4	-2	5	5	6	-2	8	2	0	1

Whole records, quoted from the list. Order of values: mABHD4 FP	MBD2 inh	HTRA1 inhibitor	TDP2 inh	TCR-CD3 inh	PRMT1 inh	SIAE inh	rCAG RNA binder	LEDGF integ inh	GC-B act
CCCCOC(=O)COc1ccc(Cl)cc1Cl in the list: 0	0	1	0	1	-3	8	2	1	-2
CC(=O)Nc1ccc2c(c1)-c1ccc(F)cc1C2=O in the list: -1	-8	-15	2	-4	-3	2	6	-1	-2
CCOc1ccc(NC(=S)N2CCC(c3ccc(C)cc3)C2)cc1 (stereo not given) in the list: -1	-5	-13	-2	0	1	5	-2	-1	1
CCCOc1ccc(/C=N/n2nnnc2N)cc1OC in the list: -2	-3	-1	3	1	-6	-1	-2	3	-3
CCN(Cc1nc2ccccc2c(=O)[nH]1)C(=O)c1ccc(C)c(NC(=O)c2ccco2)c1 in the list: 1	-4	0	-3	-2	-6	1	1	2	-5

The listing picks up, repeating the three entries before the break.
SMILES	mABHD4 FP	MBD2 inh	HTRA1 inhibitor	TDP2 inh	TCR-CD3 inh	PRMT1 inh	SIAE inh	rCAG RNA binder	LEDGF integ inh	GC-B act
COc1ccc(-c2nc(CSCC(=O)NC3CC3)c(C)o2)cc1OC	-2	-2	3	8	-5	-1	1	0	0	1
O=C(Nc1ccc(C(O)(C(F)(F)F)C(F)(F)F)cc1)c1ccc(F)cc1Cl	-35	-3	/	0	/	0	-11	/	2	-4
C=CCN1CCc2cc(O)c(O)cc2C(c2ccccc2)C1 (stereo not given)	4	-2	5	5	6	-2	8	2	0	1
CC(C)Cn1c(C(C)C)nc([N+](=O)[O-])c1Sc1ccc(Cl)cn1	1	-7	10	1	-8	0	5	-7	8	17
OC(CNCC(c1ccco1)N1CCCCC1)c1ccccc1 (stereo not given)	22	0	1	10	-1	0	-2	-5	-1	-1
COc1ccc([C@@]23CCN=C2c2[nH]c4ccccc4c2CCN3)c(N)c1	11	2	/	-4	/	5	19*	/	-5	-11
Cc1ccc(S(=O)(=O)N(C)C)cc1NC(=O)c1cc(C(C)(C)C)nn1Cc1ccccc1	-6	1	-27	3	5	-4	-2	-2	5	-6
Nc1nc(-c2ccccn2)nc(N)c1Cc1ccccc1F	3	0	26	1	7	-3	-1	-2	-5	-1
CCOC(=O)c1cccc(NC(=O)c2cc3ccccc3o2)c1	-36	5	-46	-10	1	-6	-20	-1	5	-8
O=C(CSc1nc(=O)n(CCCN2CCOCC2)c2c1CCC2)Nc1ccc(F)cc1F	-1	2	-2	-26	-1	-2	-5	-3	4	1
CC1(C)Oc2ccc3ccc(=O)oc3c2/C(=C/Nc2ccc(O)cc2)C1=O	9	-2	11	6	0	-1	-1	14	2	-15
Cc1cc(C)c(C#N)c(SCC(=O)NN2CC(=O)N(c3ccccc3F)CC2=O)n1	-2	-3	7	-9	6	-1	0	3	0	2
O=C(Nc1nc(-c2ccc(F)cc2)cs1)c1cnccn1	2	-3	7	-3	2	-4	-52	-1	0	1
O=C(C1CCN(Cc2nc(Cc3cccc(F)c3)no2)CC1)N1CCOCC1	-2	-3	6	2	-3	0	2	-2	-5	4
C1CN(c2nc3nonc3n3nnnc23)CCO1	4	0	0	2	1	-2	-3	1	-4	-3
COc1ccc(NC(=O)C(=O)NCCN2CCN(C(=O)c3ccc(C(C)(C)C)cc3)CC2)cc1	5	-1	-2	11	-4	1	1	2	1	2
COCCN1C(=O)COc2ccccc2C1C(=O)Nc1c(C)cccc1C (stereo not given)	-3	6	/	11	0	0	4	3	0	1
CC(=O)Nc1nc(SCC(=O)Nc2nnc(C)s2)[nH]c(=O)c1NC(=O)c1cccs1	4	-2	2	6	-5	1	5	5	1	-1

Screening data: PubChem BioAssay, several laboratories
